High-throughput results as filed in PubChem.
Myeloid diff 2: compounds promoting myeloid differentiation; ER-HoxA9 myeloid progenitors, lysozyme-GFP differentiation, flow cytometry; calls only at 10 µM; actives 1% (n = 360,000);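 active = normalized GFP-positive differentiation at or above the plate's own cutoff, the solvent-only control mean plus 3 SD; inconclusive = no clear call, values can overlap the other calls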;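 also: cells exposed to compound for four days before flow analysis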
b-catenin transl: beta-catenin nuclear translocation modulation. HeLa beta-catenin nuclear translocation, immunofluorescence imaging. nuclear translocation activity, % at 5 µM. actives 0.3% (n = 190,000). AID 1665;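 active = nuclear translocation activity above 50% at 5 µM, with a well cell count of 50 or more; inconclusive = wells under 50 cells across six images, flagged as toxic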;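 also: per-cell ratio of nuclear to cytoplasmic median beta-catenin stain intensity; plate controls were DMSO negative control for no effect and GSK-3 inhibitor IX positive control for full effect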
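Signal – beta-catenin immunofluorescence imaging with DAPI · Test system – human HeLa cell line · Dosing – 5 µM primary single dose, 0.1% DMSO, 0.02–20 µM confirmation series · Measure – % activation, nuclear-to-cytoplasmic median beta-catenin signal ratio per cell · Incubation – 24 h compound exposure at 37°C, 5% CO2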
Ins promoter up: MIN6 insulin promoter up-regulation | MIN6 insulin promoter-GFP reporter, high-content imaging; hits give high values | z-score at 5 µM | actives 0.3% (n = 190,000) | AID 1625;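 active = z-score above 3 at 5 µM with at least 500 cells counted in the well; inconclusive = wells under 500 cells, flagged as cytotoxic or low count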
T cell HTS: T cell immune modulators affecting CD8 T cell-vesicle binding | actives 0.068% (n = 330,000) | calls only at 7 µM | 2C CD8+ T cell-vesicle binding, flow cytometry; hits give low values;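 active = response, share of CD8 T cells binding vesicles, and their 90th percentile fluorescence all below set limits, cut at about 80% in these data, passing the limit was not always enough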
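material = purified 2C TCR transgenic mouse naive CD8+ T cells | controls = Unloaded micro-vesicles (low), QL9 vesicles with 0.7% DMSO (high) | detection = cytometric PE anti-B7-1 and Alexa647 anti-CD8 signals after 1% paraformaldehyde fixation | incubation = binding step 1.5 h, 37 °C, antibody labelling 20 min, ice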
West Nile virus CPE: inhibition of WNV-induced cytopathic effect – cell-based, CPE readout (AID 1621); West Nile virus-infected cells, CPE inhibition; higher % means a stronger effect; one-dose CPE inhibition, % at 10 µM; IC50 in µM for titrated hits; actives 0.02% (n = 290,000); in the data active = a potency from the dose series; inconclusive = CPE inhibition mostly from about 3.7% at the one dose, without a potency; inactive = the rest, 99 in 100 with CPE inhibition below about 2.2%; also: strong numbers were not always called active
Hep lipid drop: hepatic lipid droplet formation modulation. AML12 mouse hepatocytes, oleate lipid droplets, BODIPY imaging. actives 0.4% (n = 240,000). inhibition, % at 6.5 µM. AID 1656;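 active = lipid droplet intensity inhibited by at least 50%, with more than 500 cells counted; inconclusive = wells with under 300 cells, treated as cytotoxic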
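material = mouse AML12 hepatocyte cell line, fixed after treatment | also added = 100 µM oleic acid challenge | doses = compound at 6.5 µM only | schedule = overnight exposure | technique = Image-based BODIPY and DAPI two-channel analysis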
MT stabilize HCS: stabilizes microtubules in HeLa cells | HeLa tubulin immunostaining HCS, 24 h; share of cells brighter than vehicle mean+2SD | % tubulin-high responders, % at 10 µM | actives 0.83% (n = 200,000);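 active = plate Z-score above 3 for both tubulin-high and condensed-nucleus cell shares, with cell loss under 80%, at 10 µM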;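 also: anti alpha tubulin signal scored within the nucleus-defined area of each cell; some results filed as inactive read as strong as hits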
Autophagy HCS: alters autophagy in cells. MEF GFP-LC3 puncta imaging; test concentration mostly 10 µM. calls only at 10 µM (by protocol). actives 0.98% (n = 190,000);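 active = percentage of spot-positive cells more than 3 SD above its plate mean, without a fluorescence outlier flag or 80% toxicity; inconclusive = no clear call, values can overlap the other calls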;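 also: spot-positive cell cutoff set from DMSO-treated cells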
WT yeast gro inh: growth inhibition of WT yeast, mitochondrial fusion screen; actives 2.1% (n = 190,000); inhibition, % at 10 µM; mitochondrial fusion phenotypic screen, WT strain; in the data active = inhibition above about 58%; tested in S. cerevisiae
WT yeast gro inh mutant strain: further read-out of WT yeast gro inh, marked with its call; inhibition, %; mitochondrial fusion phenotypic screen, mutant strain inhibition
Ins promoter up cell count: second read-out of Ins promoter up, no call of its own (marks repeat the call); cell count; measured here: cytotoxicity, nuclei count;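 total cells summed across four imaged fields per well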
Hep lipid drop cells 6.5 µM: recorded beside Hep lipid drop, whose call it bears; cell count; measured here: cell count, cytotoxicity flag;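 cells counted across two imaged fields per well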
b-catenin transl cell count 5 µM: second read-out of b-catenin transl, no call of its own (marks repeat the call); cell count; measured here: cell count, cytotoxicity flag
T cell HTS vesicle-bound %: second read-out of T cell HTS, no call of its own (marks repeat the call); double positive events, %; measured here: CD8+ vesicle-bound cell fraction;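 binding gate set so that unloaded-vesicle control wells show 10% double positive cells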
MT stabilize HCS Hoechst-high %: also measured in MT stabilize HCS; calls as there; % Hoechst-high responders; measured here: nuclear condensation Hoechst responders;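 share of cells brighter than vehicle mean plus two SD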
MT stabilize HCS cytotoxicity %: second read-out of MT stabilize HCS, no call of its own (marks repeat the call); toxicity, %; measured here: cytotoxicity by cell density;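 0% = mean cell density of plate MIN control wells and 100% = no cells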
Autophagy HCS cell loss 18 h: also measured in Autophagy HCS; calls as there; toxicity, %; measured here: cell loss, nuclei count;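 cell loss after 18 h compound exposure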
Myeloid diff 2 GFP+ MAC1+ %: recorded beside Myeloid diff 2, whose call it bears; GFP+ MAC1+ double positive, %; measured here: differentiation confirmed by MAC1 staining
* hit, by the source's call; i = inactive; ? = inconclusive; . = not tested or not shown; + = active, no number.

SMILES | Myeloid diff 2 | Myeloid diff 2 GFP+ MAC1+ % | b-catenin transl | b-catenin transl cell count 5 µM | Ins promoter up | Ins promoter up cell count | T cell HTS | T cell HTS vesicle-bound % | West Nile virus CPE | Hep lipid drop | Hep lipid drop cells 6.5 µM | MT stabilize HCS | MT stabilize HCS Hoechst-high % | MT stabilize HCS cytotoxicity % | Autophagy HCS | Autophagy HCS cell loss 18 h | WT yeast gro inh | WT yeast gro inh mutant strain
COc1ccc(/C=N/NC(=O)C(=O)N2CCCC2)cc1OC | i | 0.0 | -1.6 | 1132 | . | . | i | 46 | -0.3% | 13 | 648 | 4.5 | 2.1 | 4.2 | i | 7 | -3 | 7
c1ccc(-c2ccccc2OCCN2CCCCC2)cc1 | i | 0.8 | 0.4 | 961 | -0.19 | 1405 | i | 8 | -0.6% | 37 | 535 | 2.8 | 2.7 | 9.1 | i | -2 | -5 | -16
OC1(c2ccccc2)C/C(=N\n2cnnc2)C=C1c1ccccc1 (stereo unspecified) | i | 6.7 | -1.4 | 1169 | . | . | i | 10 | -0.1% | . | . | 2.4 | 1.0 | 5.7 | i | 2 | 4 | 87
CC1=NN(C(N)=S)C(=O)C1N=Nc1ccccc1C (stereo unspecified) | i | 0.9 | 1.6 | 956 | . | . | i | 12 | 0.1% | 0 | 721 | 4.4 | 1.4 | 12 | i | -3 | 65* | 55*
CCCc1cc(=O)[nH]c(SCC(=O)c2[nH]c(C)c(C(=O)OCC)c2C)n1 | i | 0.8 | -5.1 | 552 | 0.13 | 1235 | i | 46 | -0.4% | 0 | 611 | 0.8 | 3.1 | 5.9 | i | 3 | -5 | -7
CCOC(=O)C1=C(C)N=c2s/c(=C\c3ccc(OC(C)=O)cc3)c(=O)n2C1/C=C/c1ccccc1 (stereo unspecified) | + | 0.6* | -1.5 | 920 | 0.07 | 2385 | i | 36 | -0.3% | -11 | 505 | 2.9 | 2.5 | 8.5 | i | -39 | -6 | -20
O=C(NCc1nc(-c2ccccc2)cs1)c1ccccc1 | i | 0.9 | -2.1 | 1036 | 0.28 | 1525 | i | 62 | 0.1% | -3 | 745 | 2.6 | 1.3 | 2.0 | i | 6 | 10 | 12
CCCc1nnc2n1N=C(c1ccc(-c3cc(Cl)ccc3Cl)o1)CS2 | . | . | 3.4 | 451 | . | . | . | . | -0.7% | -6 | 728 | 3.7 | 1.9 | 2.6 | i | 4 | 2 | -6
COc1cc(NC(=O)CN2C(=O)NC(C)(CCC(C)C)C2=O)cc(OC)c1 (stereo unspecified) | i | 0.9 | -1.9 | 924 | 0.07 | 1272 | i | 16 | -0.2% | . | . | 1.9 | 1.6 | 2.2 | . | . | 3 | 6
Nc1nnc(CC(c2ccccc2)c2ccccc2)s1 | i | 1.4 | -0.7 | 1148 | -0.04 | 940 | i | 30 | -0.3% | 8 | 795 | 1.7 | 1.9 | 8.6 | i | -1 | -13 | -35
CCCCn1nnnc1SCC(=O)c1ccc(C)c(C)c1 | i | 1.1 | -1.3 | 1177 | 0.18 | 1054 | i | 58 | 0.0% | . | . | 1.8 | 0.8 | 1.2 | i | 8 | 11 | -15
CCc1cccc(NC(=O)C2CC2c2ccccc2)c1 (stereo unspecified) | i | 0.9 | . | . | . | . | i | 12 | -0.8% | -9 | 826 | . | . | . | . | . | . | .
CCN(CC)C(=O)c1ccc(Oc2ccc([N+](=O)[O-])cc2Cl)cc1 | i | 0.3 | 1.2 | 1040 | 0.28 | 1588 | i | 60 | -1.4% | -12 | 668 | 4.2 | 1.4 | 8.6 | i | -26 | 12 | 5
O=C1CCC(C(=O)N2CCCCCC2)CN1Cc1cccc(C(F)(F)F)c1 (stereo unspecified) | i | 4.3 | . | . | . | . | i | 3 | -0.6% | -1 | 741 | . | . | . | . | . | . | .
Cc1ccc2[nH]cc(C(=O)CN3CCN(c4ccccn4)CC3)c2c1 | i | 0.3 | 0.6 | 1193 | -0.32 | 913 | i | 53 | 0.0% | . | . | 4.9 | 2.6 | 5.2 | i | 24 | -8 | -1
CC1S/C(=C(\C#N)C(N)=O)N(c2ccc(F)cc2)C1=O (stereo unspecified) | i | 2.1 | -0.7 | 1172 | -0.1 | 1013 | i | 20 | -0.1% | . | . | 1.7 | 0.7 | 8.8 | i | -4 | -6 | 7
O=C(O)c1cc(Br)ccc1NS(=O)(=O)c1cccc2nsnc12 | i | 0.4 | . | . | . | . | i | 66 | -0.1% | -7 | 779 | . | . | . | . | . | . | .
CC(C)c1ccc(/C=C2\SC(=S)N(CCC(=O)N3CCCCC3CCO)C2=O)cc1 (stereo unspecified) | ? | . | . | . | . | . | i | 26 | ? | 10 | 723 | . | . | . | . | . | . | .
Cc1cc(S(=O)(=O)N2CCOCC2)ccc1OCC(=O)Nc1ccccc1F | i | 0.7 | . | . | . | . | i | 48 | 0.2% | 16 | 851 | . | . | . | . | . | . | .
CC1CC(C)(C)NC(=S)N1CCC(=O)N1CCN(c2ccccc2)CC1 (stereo unspecified) | i | 0.6 | 2.9 | 1025 | 0.05 | 985 | i | 45 | 0.1% | 2 | 676 | 5.2 | 3.3 | 14 | i | 0 | -2 | -4
CCc1nnc(NC(=O)CSc2nnc(Cc3ccccc3)n2-c2ccc(OC)cc2)s1 | i | 0.8 | 0.1 | 561 | . | . | i | 7 | -0.3% | 2 | 810 | 2.6 | 1.3 | 4.9 | i | -13 | -15 | -8
O=C1CC(c2ccc(Cl)c(Cl)c2)CC(O)=C1C=NCCN1CCNCC1 (stereo unspecified) | . | . | 0.2 | 871 | 0.95 | 1141 | . | . | -0.5% | . | . | 5.6 | 3.0 | 7.3 | i | 6 | 0 | 1
COc1ccc(NCc2nc3ccccc3n2CCOc2ccccc2)cc1 | i | 14 | -2.5 | 1127 | 0.01 | 1802 | i | 61 | 0.0% | -4 | 681 | 2.0 | 1.6 | 7.3 | i | -35 | 21 | -5
Oc1ccc(-c2nc3ccccc3s2)cc1 | i | 0.6 | -2.3 | 1139 | 0.27 | 1456 | i | 58 | 0.2% | -3 | 721 | . | . | . | . | . | . | .
COC(=O)c1ccc(Cn2nc(C)c(Cl)c2C)o1 | i | 0.7 | 0.6 | 1233 | 1 | 1417 | i | 48 | -0.6% | . | . | 3.8 | 1.8 | 8.5 | i | 2 | -3 | -7

A second format for 2 compounds above.
structure,Myeloid diff 2,Myeloid diff 2 GFP+ MAC1+ %,b-catenin transl,b-catenin transl cell count 5 µM,Ins promoter up,Ins promoter up cell count,T cell HTS,T cell HTS vesicle-bound %,West Nile virus CPE,Hep lipid drop,Hep lipid drop cells 6.5 µM,MT stabilize HCS,MT stabilize HCS Hoechst-high %,MT stabilize HCS cytotoxicity %,Autophagy HCS,Autophagy HCS cell loss 18 h,WT yeast gro inh,WT yeast gro inh mutant strain
COc1cc(NC(=O)CN2C(=O)NC(C)(CCC(C)C)C2=O)cc(OC)c1 (stereo unspecified),i,0.9,-1.9,924,0.07,1272,i,16,-0.2%,.,.,1.9,1.6,2.2,.,.,3,6
COc1ccc(NCc2nc3ccccc3n2CCOc2ccccc2)cc1,i,14,-2.5,1127,0.01,1802,i,61,0.0%,-4,681,2.0,1.6,7.3,i,-35,21,-5

Additional structures follow:
SMILES | Myeloid diff 2 | Myeloid diff 2 GFP+ MAC1+ % | b-catenin transl | b-catenin transl cell count 5 µM | Ins promoter up | Ins promoter up cell count | T cell HTS | T cell HTS vesicle-bound % | West Nile virus CPE | Hep lipid drop | Hep lipid drop cells 6.5 µM | MT stabilize HCS | MT stabilize HCS Hoechst-high % | MT stabilize HCS cytotoxicity % | Autophagy HCS | Autophagy HCS cell loss 18 h | WT yeast gro inh | WT yeast gro inh mutant strain
CCOC(=O)c1cnc(SC)nc1Oc1cccc(NS(=O)(=O)c2ccc(C)cc2)c1 | i | 0.7 | 0.3 | 1029 | -0.51 | 830 | i | 45 | 0.5% | . | . | 15 | 5.6 | 23 | + | 21* | -2 | 4
O=C(Nc1ccc([N+](=O)[O-])cc1)OCCc1ccccn1 | i | 0.3 | . | . | . | . | i | 13 | 0.1% | -4 | 812 | . | . | . | . | . | . | .
Cc1ccc(SCc2noc(-c3c(C)noc3C)n2)cc1 | i | 0.3 | -0.7 | 1336 | 0.05 | 1083 | i | 17 | -0.1% | -10 | 736 | . | . | . | . | . | . | .
C/C(=N\NC(=O)c1nnn(-c2nonc2N)c1-c1ccccc1)c1ccco1 | i | 5.4 | . | . | . | . | i | 21 | -0.6% | 9 | 705 | . | . | . | . | . | . | .
CCc1ccc2nc3sc(C(=O)Nc4nnc(CC)s4)c(N)c3cc2c1 | i | 1.5 | . | . | . | . | i | 27 | 0.3% | . | . | 2.5 | 2.5 | 3.6 | i | 4 | 17 | -17
Cc1cc(C)nc(-n2nc(C)cc2NC(=O)C(C)C)n1 | i | 0.4 | -1.0 | 1138 | -0.11 | 1310 | i | 7 | 0.3% | 3 | 694 | 4.7 | 3.2 | 9.5 | i | -7 | 4 | 23
Fc1ccc(-c2cnc[nH]2)cc1 | i | 0.4 | 1.0 | 1161 | -0.64 | 868 | i | 34 | -0.1% | -3 | 749 | 1.6 | 1.0 | 6.1 | i | -6 | 13 | -7
O=C(COc1cc(O)c2c(=O)cc(-c3ccccc3)oc2c1)c1cccc([N+](=O)[O-])c1 | i | 0.2 | . | . | . | . | i | 58 | -0.8% | -16 | 767 | . | . | . | . | . | . | .
CN(Cc1ccccc1)Cc1nc2c(c(=O)n(C)c(=O)n2C)n1CCCc1ccccc1 | i | 7.5 | . | . | . | . | i | 21 | 0.1% | -13 | 661 | 3.4 | 1.8 | 3.7 | i | -5 | 41 | 29
CCN(CC)c1ccc(/C=C(\C#N)C(N)=O)cc1 | i | 0.3 | 1.5 | 1419 | . | . | . | . | 0.8% | 26 | 717 | 2.3 | 1.9 | 0.6 | i | -8 | -5 | -15
